Eya2 phos inh = blocks the phosphatase activity of human Eya2. O00167. recombinant Eya2, OMFP fluorescence dephosphorylation (OMFP is methylfluorescein phosphate). AID 488837. Potency, µM (top dose mostly 76.9 µM), inactives show top-dose activity, negative = inhibition, most hits filed as inhibitors. 0.006% of 330,000 active; also: potency is read from the fitted curve at half-maximal effect; % is scaled to controls: 0 for no effect and ±100 for the full control effect
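Eya2 (0.2 uM) preincubated 10 min at ambient with compound, then OMFP substrate added at 50 uM; 10 min reaction in 50 mM HEPES pH 7.5, 50 mM NaCl, 5 uM MgCl2, 0.05% BSA, 1 mM DTT. Fluorescence read at Ex 485/Em 525 nm.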
GALK inhibitor = galactokinase (human) inhibition. Potency, µM (highest dose often 57.5 µM), for the others: at the top dose activity change, negative = inhibition, most hits filed as inhibitors. P51570. Purified GALK, Kinase-Glo residual ATP luminescence. 0.007% of 270,000 active; also: potency is read from the fitted curve at half-maximal effect; % is scaled to controls: 0 for no effect and ±100 for the full control effect
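The enzyme phosphorylates galactose (100 uM) using ATP (35 uM); inhibition is detected as higher residual ATP, quantified by bioluminescence after 1 h reaction at room temperature, pH 8.0.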
USP2a block = inhibitors of human ubiquitin-specific protease USP2a. O75604. USP2 core, Ub-CHOP2 coupled fluorogenic reporter, 485/531. Potency, µM (top dose mostly 38.3 µM), inactives show at the highest dose activity change, negative = inhibition, most hits filed as inhibitors. 0.01% of 330,000 active. AID 463254;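 also: potency is read from the fitted curve at half-maximal effect; plate controls were DMSO wells for no effect and full inhibition by NEM control for full effect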
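Cell-free coupled assay: 10nM USP2 core preincubated 30min RT with compound in Tris-HCl pH 8.0/CaCl2/CHAPS buffer, then 25nM Ub-CHOP2 and 25nM reporter substrate; fluorescence (Ex 485/Em 531) read after 60min RT, normalized to NEM inhibition, concentration-response curves fitted.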
KCNH2 WT inh = KCNH2 (human, wildtype) channel inhibition. U2OS, BacMam KCNH2, thallium flux FluxOr; hits give low values. activity change, % at 1.84 µM. 0.37% of 340,000 active. AID 720551;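 active = maximum activity change below -70%; inconclusive = maximum activity change between -70% and -50%; inactive = maximum activity change above -50%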; also: % is scaled to controls: 0 for no effect and ±100 for the full control effect
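U2OS cells transduced with wild-type KCNH2 virus are loaded with FluxOr dye for 45 min, and thallium flux is measured in kinetic reads before and after stimulation buffer. Rate constants are normalized to DMSO controls.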
Mito fusion act = inhibitors of mitochondrial division or activators of mitochondrial fusion. S. cerevisiae fusion-defective mutant growth rescue, CellTiterGlo 48 h. Potency, µM (titrated, usually from 46.1 µM), inactives show at the highest dose growth rescue (activation), actives largely listed as activators. 0.23% of 320,000 active. AID 485298;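 also: potency is read from the fitted curve at half-maximal effect; % of control where 0% means no effect; nearly all actives have a fitted effect of over 45% in size; temperature-sensitive fusion mutants such as fzo1-1 at 37 °C on non-fermentable ethanol glycerol medium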
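S. cerevisiae fusion-defective temperature-sensitive mutants (e.g. fzo1-1, mgm1-5) grown 48 h at 37C in YPEG (ethanol/glycerol non-fermentable) medium with 23 nl compound per well; growth rescue read as CellTiterGlo luminescence.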
TSHR antag = human thyrotropin receptor antagonism; P16473; TSHR-expressing cells, TSH-stimulated cAMP HTRF, 2 h; hits give low values; activity change, negative = inhibition, % at 11.5 µM; 0.2% of 330,000 active; AID 504810;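 active = activity change below a set negative limit, meaning inhibition stronger than a set level, cut at about -70% in these data; inconclusive = activity change between two set negative limits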; also: % is scaled to controls: 0 for no effect and ±100 for the full control effect
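Read-out is FRET at 665 nm (cryptate excitation 337 nm) from a cryptate-tagged anti-cAMP antibody, competed by cell cAMP against cAMP-d2. Compounds are tested on freshly harvested TSHR cells challenged with 4nM TSH (EC80) for 2 hours at 37 deg C.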
S-ASM inh = blocks human secretory acid sphingomyelinase; P17405; Potency, µM (series often up to 57.5 µM), without a hit: top-dose activity change, negative = inhibition, most hits filed as inhibitors; AID 504937; 0.006% of 340,000 active; placental ASM, HMU-PC fluorogenic substrate, 60 min; also: potency is read from the fitted curve at half-maximal effect
Target sequence (P17405 47-631 limits assumed): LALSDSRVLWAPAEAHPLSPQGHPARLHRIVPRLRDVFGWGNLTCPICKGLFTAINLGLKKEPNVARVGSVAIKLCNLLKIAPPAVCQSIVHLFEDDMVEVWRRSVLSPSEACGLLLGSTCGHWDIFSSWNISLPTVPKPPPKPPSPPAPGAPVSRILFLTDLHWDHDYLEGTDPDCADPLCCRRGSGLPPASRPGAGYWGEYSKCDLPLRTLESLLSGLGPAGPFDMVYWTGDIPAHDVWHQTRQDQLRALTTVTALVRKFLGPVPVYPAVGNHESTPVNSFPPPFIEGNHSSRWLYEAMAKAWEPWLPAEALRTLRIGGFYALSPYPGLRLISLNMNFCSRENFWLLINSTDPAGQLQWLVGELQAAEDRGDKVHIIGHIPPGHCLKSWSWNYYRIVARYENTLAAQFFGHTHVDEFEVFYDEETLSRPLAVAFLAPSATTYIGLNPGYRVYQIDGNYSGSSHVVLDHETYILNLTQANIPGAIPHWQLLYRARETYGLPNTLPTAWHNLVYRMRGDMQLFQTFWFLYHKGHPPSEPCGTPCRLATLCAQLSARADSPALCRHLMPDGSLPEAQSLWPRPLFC
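qHTS format. ASM enzyme prepared from human placenta hydrolyses the fluorogenic substrate HMU-PC0 (9 uM final) over 60 min at 37 °C after a 10 min compound preincubation.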
PKM2 activator = increases activity of human pyruvate kinase M2; P14618; purified PKM2, Kinase-Glo ATP luminescence, activation; response scale: 0% is enzyme alone, no compound; Potency, µM (doses to about 57.5 µM), for the others: top-dose activation, usual class: activators; 0.34% of 260,000 active; AID 1631; also: potency is read from the fitted curve at half-maximal effect; % is scaled to controls: 0 for no effect and ±100 for the full control effect; nearly all actives have a fitted effect of over 55% in size
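hPK-M2, >95% pure; 0.1 mM ADP / 0.5 mM PEP final; imidazole pH7.2 buffer w/ 7 mM MgCl2, 50 mM KCl; 1 h RT; Kinase-Glo lum. Intermediate enzyme activity for dual inhibitor/activator qHTS.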
Menin-MLL TR inh = displaces Texas Red mutant MLL peptide from human menin. Potency, µM (titrated, usually from 61.6 µM), without a hit: at the highest dose FP activity change, negative = inhibition, most hits filed as inhibitors. Menin + Texas Red MLL mutant peptide, fluorescence polarization. AID 1768. O00255. 0.23% of 270,000 active; active = well fitted inhibition curve with a large enough effect in the polarisation, with a control signal flat, not every such curve was filed as active; inconclusive = small, poorly fitted or top-dose-only effect, or effect the other way, or a change in a side signal; inactive = no such curve, though single readings can be large or run the other way; the % refers to the polarisation; also: potency is read from the fitted curve at half-maximal effect; % of control where 0% means no effect; many of its hits are not listed in these tables
BCR signal inh = chronic active BCR signaling inhibition | Potency, µM (top dose mostly 46.1 µM), for inactives: at the top dose ratio change, negative = lower green/red ratio, hits mostly inhibitors | AID 493014 | ABC-DLBCL IkBa-CBG/CBR reporter, luminescence ratio, 4 h | 0.05% of 340,000 active; active = well fitted inhibition curve with a large enough effect in the signal ratio, with a control signal flat, not every such curve was filed as active; inconclusive = small, poorly fitted or top-dose-only effect, or effect the other way, or a change in a side signal; the % refers to the signal ratio;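 also: potency is read from the fitted curve at half-maximal effect; plate controls were basal doxycycline-induced cells for no effect and cells given 10 µM MG132 for full effect; MG132 reads +100%, hits lower the ratio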
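Compounds up to 46 uM were incubated four hours with TMD8 cells whose green CBG68 luciferase is fused to IkappaBalpha; red CBR luminescence normalised the signal, and concentration-effect curves were fitted to fusion, red and ratio data.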
MBNL1 CUG block = inhibitors of human MBNL1 binding to CUG repeat RNA. 0.036% of 280,000 active. TR-FRET MBNL1-His/biotin-(CUG)12 binding, 665/545 ratio. AID 2675. Potency, µM (series often up to 57.5 µM), without a hit: at the top dose activity change, negative = inhibition, hits mostly inhibitors. Q9NR56; active = well fitted inhibition curve with a large enough effect in the signal ratio, with a control signal flat, not every such curve was filed as active; inconclusive = small, poorly fitted or top-dose-only effect, or effect the other way, or a change in a side signal; inactive = no such curve, though single readings can be large or run the other way; the % refers to the signal ratio; also: potency is read from the fitted curve at half-maximal effect; % is scaled to controls: 0 for no effect and ±100 for the full control effect
Target sequence (Q9NR56 whole entry, looked up): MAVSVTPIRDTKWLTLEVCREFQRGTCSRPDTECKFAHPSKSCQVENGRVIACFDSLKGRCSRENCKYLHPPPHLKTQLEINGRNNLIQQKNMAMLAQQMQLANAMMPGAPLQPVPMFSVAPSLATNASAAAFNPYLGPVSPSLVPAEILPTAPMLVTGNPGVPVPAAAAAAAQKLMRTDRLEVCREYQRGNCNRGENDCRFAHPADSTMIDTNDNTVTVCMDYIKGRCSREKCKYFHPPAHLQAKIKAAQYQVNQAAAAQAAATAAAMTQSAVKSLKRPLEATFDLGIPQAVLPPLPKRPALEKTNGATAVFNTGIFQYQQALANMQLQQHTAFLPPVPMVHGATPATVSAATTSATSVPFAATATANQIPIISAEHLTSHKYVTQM
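Compound titration spanned 92 nM–58 uM against the MBNL1-His/biotin-(CUG)12 complex. After 60 min at room temperature with 5 nM streptavidin-XL665 and 0.055 ng/ul terbium anti-His, ratiometric 665/545 nm emission (Ex 340 nm) normalized to controls.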
* hit, by the source's call; ? = inconclusive; · = no result given; [ ] = remark or other dose. Unless noted, calls follow the shape of the dose curve; as a rule, active = well fitted curve in the direction sought with a large enough effect; inconclusive = small, poorly fitted or top-dose-only effect, or another doubt; inactive = no such curve, though single readings can be large; an effect the other way counts as inactive or inconclusive.

SMILES | Eya2 phos inh | GALK inhibitor | USP2a block | KCNH2 WT inh | Mito fusion act | TSHR antag | S-ASM inh | PKM2 activator | Menin-MLL TR inh | BCR signal inh | MBNL1 CUG block
CCn1cc(S(=O)(=O)Nc2cc(C(=O)OC)ccc2C)cn1 | 9% | -6% | 2% | -2 | 2% | -11 | 1% | -2% | · | -2% | -2%
COc1ccc(C(C)(C)C)cc1NC(=O)CN1C(=O)C(=O)N(Cc2ccco2)C1=O | -12% | · | -2% | -3 | -2% | -21 | -6% | · | · | 1% | ·
COc1ccc(OC)c(CN(CCN2CCOCC2)C(=O)Nc2ccccc2)c1 | -11% | 1% | 0% | 19 | -1% | -1 | 6% | 9% | 9% | ? | -6%
Cc1ccc(-c2cn3cc(C)ccc3n2)cc1 | -9% | -2% | -2% | 31 | -14% | -46 | -1% | -28% | ? | ? | -13%
COC(=O)c1sccc1NC(=O)CC1C(=O)NCCN1C(=O)c1ccc(N(C)C)cc1 (configuration not stated) | 9% | 1% | -3% | -2 | -3% | 43 | -1% | -5% | · | -3% | ·
Cc1ccc(C(=O)NNC(=O)c2ccoc2C)s1 | -24% | · | 2% | -6 | -8% | -12 | 3% | · | · | 2% | ·
CN1CCN(CCCNC(=O)c2ccc(CSCc3cccc(Cl)c3)o2)CC1 | 12% | -1% | 1% | 27 | -3% | 47 | 2% | -2% | -15% | 7% | 0%
CNC(=O)C(=O)NCCC1CCCCN1S(=O)(=O)c1cccs1 (configuration not stated) | -36% | · | 0% | -5 | 9% | 3 | 2% | · | · | 4% | ·
CCOC(=O)c1c(NC(=O)CSc2nc3ccccc3s2)sc(C(C)=O)c1C | -2% | 0% | 3% | 11 | 4% | -25 | ? | -3% | 9% | ? | 1%
CCNC(=O)CON=C1c2ccccc2-c2ccccc21 | -1% | 1% | 0% | -9 | -8% | 0 | -10% | -2% | -4% | -4% | 25%
COc1cc(OC)cc(C(=O)Nc2cccc3nc(C)ccc23)c1 | 4% | 0% | -1% | -1 | -2% | 4 | 0% | -1% | 5% | -10% | -5%
CCOc1ccc(NC(=O)C2CCCN(C(=O)Nc3ccccc3)C2)cc1 (configuration not stated) | -1% | -5% | -5% | -31 | 3% | 4 | 0% | -12% | -8% | ? | -29%
Cc1ccc(Oc2ccc(OCC(=O)NC(C)C(=O)O)cc2)cc1 (configuration not stated) | 13% | 7% | 2% | 1 | -10% | -13 | 2% | 1% | 2% | 0% | -4%
CC(C)n1c(Oc2ccc(F)cc2)nc2c1c(=O)n(C)c(=O)n2C | -6% | 4% | 0% | 5 | 6% | 1 | -1% | 0% | 4% | 6% | 0%
Cc1cc(C(F)(F)F)n2ncc(C(=O)O)c2n1 | -20% | 1% | 3% | 30 | 1% | 4 | 4% | -11% | -5% | -6% | 24%
c1ccc(C2C/C(=N\N3CCOCC3)c3ccccc3O2)cc1 (configuration not stated) | 0% | 2% | -1% | 0 | 2% | -1 | 5% | 1% | -7% | ? | 7%
CCn1c(SCC(=O)Nc2cc(C)on2)nnc1-c1ccc(S(=O)(=O)N2CCN(C)CC2)cc1 | -26% | 1% | 2% | 5 | -1% | 4 | -1% | -6% | -1% | 5% | -8%
Cc1cc(NN)nc(Cc2ccccc2)n1 | 3% | -2% | 0% | -3 | -8% | -3 | -2% | · | 0% | -9% | 2%
CC1CC(=O)Nc2ccccc2N1C(=O)CSc1nnnn1C (configuration not stated) | 7% | · | 3% | 4 | · | 15 | 4% | · | · | -1% | ·
COC(=O)c1cc(NC(=O)/C=C/c2ccccc2)ccc1O | -9% | 0% | 3% | · | -2% | -5 | · | 6% | ? | · | -7%
O=c1ccc(-c2ccc([N+](=O)[O-])cc2)nn1-c1ccccc1 | 2% | 1% | 0% | 3 | -1% | -3 | -3% | 7% | -29% | -9% | ?
CCC(CN(C)C)Oc1cc(NCc2ccccc2)c2ncn(C(C)C)c2c1 (configuration not stated) | -4% | · | 2% | 3 | · | -5 | 17% | · | · | 0% | ·
Cc1cc2c3c(c1)C(C)CC(C)(C)N3C(=O)C2=C(C#N)C#N (configuration not stated) | 16% | 0% | 3% | -5 | -2% | -3 | 0% | 0% | · | -6% | 13%
COC(=O)c1ccc(C2c3c(oc4cc(C)c(C)cc4c3=O)C(=O)N2CCCN(C)C)cc1 (configuration not stated) | -5% | 1% | 2% | · | -6% | 29 | · | 6% | ? | ? | 17%
CCN1/C(=C2/SC(=S)NC2=O)Sc2ccccc21 | -9% | -2% | 4% | -5 | -3% | -11 | -3% | 26% | -7% | 1% | 1%
CCOc1ccc(N=C2C(=O)Nc3ccc(C)c(Br)c32)cc1 | 0% | 0% | -5% | 2 | -8% | 2 | -19% | · | ? | -3% | 6%
Cn1c(/C=N/Nc2nc3ccccc3[nH]2)nc2ccccc21 | -10% | 3% | -16% | 7 | -19% | 3 | -5% | -1% | ? | ? | 15%
Cc1cccc(C(=O)Nc2sc3c(c2C(=O)O)CCC3)c1 | -2% | -1% | 1% | -6 | 7% | -26 | 3% | -14% | · | ? | 2%
CC(C(=O)NC1=NCCS1)N1C(=O)C2CC=CCC2C1=O (configuration not stated) | -31% | -2% | 1% | 5 | -2% | -8 | 3% | -1% | 21% | 4% | 1%
Cc1cc(-c2n[nH]c(=S)n2/N=C/c2cccs2)n[nH]1 | 4% | · | 2% | 0 | -2% | 3 | 2% | -15% | -11% | 7% | 12%
CC(C)OC(=O)Nc1ccc2c(c1)N(C(=O)CCN(C)C)c1ccccc1CC2 | -3% | 9% | 1% | 6 | -2% | -5 | 12% | 5%[11.5 µM] | -20% | 1% | -1%
Cc1nccn1CC(O)COc1ccccc1 (configuration not stated) | -2% | 0% | 0% | -3 | -2% | 3 | 5% | 4% | 0% | 7% | -12%
CCOP(=O)(c1ccc(N(C)C)cc1)C(O)c1cc(OC)c(OC)c(OC)c1 (configuration not stated) | -19% | 1% | 1% | -3 | -5% | 9 | 3% | -11% | -11% | 4% | -3%
O=C(CSc1n[nH]c(=O)n1-c1ccccc1)N1CCOCC1 | 21% | 1% | -7% | 4 | 1% | 4 | 8% | · | 15% | -1% | 0%
CCOc1cccc(C(=O)Nc2cccc(-c3nc4ncccc4o3)c2C)c1 | -13% | 0% | 1% | -19 | 7% | -3 | 0% | -13% | -6% | ? | -13%
CC(=O)c1cccc(NC2c3ccccc3C(=O)N2Cc2ccc3c(c2)OCO3)c1 (configuration not stated) | -1% | 0% | 0% | 10 | 10% | -8 | 4% | 0% | 3% | 0% | 3%

Look-ups from the list.
Cc1cc(-c2n[nH]c(=S)n2/N=C/c2cccs2)n[nH]1 @ MBNL1 CUG block = 12%
Cc1cccc(C(=O)Nc2sc3c(c2C(=O)O)CCC3)c1 @ Eya2 phos inh = -2%

Quoted at random: three records from the list
SMILES | Eya2 phos inh | GALK inhibitor | USP2a block | KCNH2 WT inh | Mito fusion act | TSHR antag | S-ASM inh | PKM2 activator | Menin-MLL TR inh | BCR signal inh | MBNL1 CUG block
CC(C(=O)NC1=NCCS1)N1C(=O)C2CC=CCC2C1=O (configuration not stated) | -31% | -2% | 1% | 5 | -2% | -8 | 3% | -1% | 21% | 4% | 1%
CCOP(=O)(c1ccc(N(C)C)cc1)C(O)c1cc(OC)c(OC)c(OC)c1 (configuration not stated) | -19% | 1% | 1% | -3 | -5% | 9 | 3% | -11% | -11% | 4% | -3%
Cc1cccc(C(=O)Nc2sc3c(c2C(=O)O)CCC3)c1 | -2% | -1% | 1% | -6 | 7% | -26 | 3% | -14% | · | ? | 2%

Only part of the results is shown; count on the stated rates, not on these rows.
